From PubChem
INS promoter inh – TRM-6 insulin promoter activity inhibition; TRM-6 cells (human fetal islet line), insulin promoter-eGFP reporter, imaging; reporter expression induced with tamoxifen; inhibition, % at 2 µM; 130,000 compounds, 0.9% hits; AID 1273;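 active means inhibition above the mean plus 3 SD, with well images judged a real hit on visual review, cut at about 60% in these data, passing the limit was not always enough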
SDO1 yeast rescue – sdo1-depleted yeast growth rescue. S. cerevisiae sdo1-depleted JHY4D growth rescue, OD600 30 h; hits give high values; pdr5 snq2 efflux-pump mutant strain. z-score at 10 µM. 140,000 compounds, 0.21% hits. AID 817;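 active means z-score above 3 at both the 24 hr and the 30 hr optical density reads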;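 further: z-score against mean and SD of all compound wells on the same plate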
SDO1 yeast rescue Rescue 24 h – second read-out of SDO1 yeast rescue, no call of its own (marks repeat the call); z-score; S. cerevisiae sdo1-depleted JHY4D growth rescue, OD600; measured here: growth rescue at 24 h;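 0 is the plate mean of compound wells and units are plate SD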
* = called active by the depositor; . = no result given. This is a subset (hit frequency here may not be typical).

SMILES	INS promoter inh	SDO1 yeast rescue	SDO1 yeast rescue Rescue 24 h
COc1ccc(C(=O)N/N=C/C2CC=CCC2)cc1OC (configuration not stated)	-14	.	.
COC(=O)c1ccc(C(=O)OC)c(NC(=O)COc2ccccc2OC)c1	38	-0.1	-0.01
CC(c1ccco1)N(C(=O)c1ccccc1NS(=O)(=O)c1cc([N+](=O)[O-])ccc1Cl)c1ccccn1 (configuration not stated)	43	-1.1	-1.3
CCCCCCN1CC(O)=C(c2nc3ccccc3[nH]2)C1=N	.	-1.5	-0.79
CC(C)OCCCn1c(NN)nc2ccccc2c1=O	25	.	.
O=C(C1CC1)N1CCc2cc(Br)cc(S(=O)(=O)NCc3ccc4c(c3)OCO4)c21	-19	0.61	0.71
CC(=O)c1cccc(NC(=O)C2CCCCC2)c1	.	-0.2	-0.64
CC(C)(C)c1ccc(NC(=O)Nc2ccc(F)cc2)cc1	30	.	.
CCc1nnc(NC(=O)Cn2nnc(-c3ccccc3F)n2)s1	24	-0.72	-0.7
O=S(=O)(c1cccs1)N1CCC(Cc2ccccc2)CC1	12	-0.75	2.5
CC1(C)Cc2nc3sc4c(=O)n(Cc5ccccc5)cnc4c3cc2CS1	-5	0.04	0.31
CC(C)CN(C(=O)COC(=O)c1ccc2c(c1)NC(=O)CS2)C1CCS(=O)(=O)C1 (configuration not stated)	50	0.74	0.01
Cc1cc(C)n(CCOC(=O)c2sc3ccccc3c2Cl)n1	.	-1.1	-0.03
COC(=O)c1ccccc1NC(=O)c1ccc(-c2ccc(Br)cc2)o1	21	2.2	2.6
CCOC(=O)C1=C(O)/C(=C\c2cccs2)N=C1C	-38	0.74	0.22

Gathered by group: the entries above containing four or more nitrogen atoms.
SMILES	INS promoter inh	SDO1 yeast rescue	SDO1 yeast rescue Rescue 24 h
CC(c1ccco1)N(C(=O)c1ccccc1NS(=O)(=O)c1cc([N+](=O)[O-])ccc1Cl)c1ccccn1 (configuration not stated)	43	-1.1	-1.3
CCCCCCN1CC(O)=C(c2nc3ccccc3[nH]2)C1=N	.	-1.5	-0.79
CC(C)OCCCn1c(NN)nc2ccccc2c1=O	25	.	.
CCc1nnc(NC(=O)Cn2nnc(-c3ccccc3F)n2)s1	24	-0.72	-0.7

New compounds follow
SMILES	INS promoter inh	SDO1 yeast rescue	SDO1 yeast rescue Rescue 24 h
CC(C)NS(=O)(=O)c1ccc(CCC(=O)Nc2ccc3c(c2)OCO3)cc1	-479	0.93	0.48
CC(=O)Nc1ccc2oc(-c3cc(F)c(F)cc3Cl)nc2c1	39	-0.36	-1.4
CCOc1ccccc1N1CCN(Cc2ccc(OC)c(OC)c2)CC1	.	1.1	0.92
COc1ccccc1CNC(=O)CNC(=O)Cn1cnc2ccccc2c1=O	.	2.2	3.6
C=CCNC(=O)c1onc(CCl)c1C(=O)OC	.	1.3	1.6
Cc1cccc(N2CC(=O)N(c3cccc(C)c3)CC2=O)c1	.	0.41	-0.05
O=C1CNC(=O)/C1=C/c1ccccc1	15	0.8	-0.05
CC(C)CNC(=O)C(=O)NNC(=O)C1CCCCC1	.	0.04	-0.13
O=C(Nc1ccccc1C(=O)O)c1ccc(Cl)c(S(=O)(=O)N2CCOCC2)c1	.	1	0.42
CCOC(=O)C1=C(O)/C(=C/c2ccccn2)SC1=Nc1ccc(Cl)cc1	7	-1.7	-1.4
O=C(CCCNS(=O)(=O)c1ccc(Cl)c(Cl)c1)NCCc1ccccn1	-7	.	.
COc1cc(S(=O)(=O)N2CCC(N3CCCCC3)CC2)ccc1-n1cnnn1	-54	1.1	1.1
COc1ccc(NS(=O)(=O)c2ccc(O)c(C(=O)OCC(=O)Nc3ccc4c(c3)OCCO4)c2)cc1	.	1.2	1.9
N/C(=N\OC(=O)c1ccc(Cl)c([N+](=O)[O-])c1)c1ccccn1	0	.	.
Cc1ccc(C)c(N2CCN(C(=O)CCc3nc4ccccc4[nH]3)CC2)c1	-5	0.01	-0.58

Random excerpt: 7 entries already listed
SMILES	INS promoter inh	SDO1 yeast rescue	SDO1 yeast rescue Rescue 24 h
CC(=O)Nc1ccc2oc(-c3cc(F)c(F)cc3Cl)nc2c1	39	-0.36	-1.4
Cc1ccc(C)c(N2CCN(C(=O)CCc3nc4ccccc4[nH]3)CC2)c1	-5	0.01	-0.58
O=C(CCCNS(=O)(=O)c1ccc(Cl)c(Cl)c1)NCCc1ccccn1	-7	.	.
N/C(=N\OC(=O)c1ccc(Cl)c([N+](=O)[O-])c1)c1ccccn1	0	.	.
COc1cc(S(=O)(=O)N2CCC(N3CCCCC3)CC2)ccc1-n1cnnn1	-54	1.1	1.1
Cc1cccc(N2CC(=O)N(c3cccc(C)c3)CC2=O)c1	.	0.41	-0.05
COc1ccc(NS(=O)(=O)c2ccc(O)c(C(=O)OCC(=O)Nc3ccc4c(c3)OCCO4)c2)cc1	.	1.2	1.9

Remaining list, next part:
SMILES	INS promoter inh	SDO1 yeast rescue	SDO1 yeast rescue Rescue 24 h
C=CCc1ccccc1OCC(O)CN1CCN(C(=O)OCC)CC1 (configuration not stated)	.	-1.1	-0.78
Cc1cccc(Nc2nnc(SCC3CCCCO3)s2)c1 (configuration not stated)	.	-1	-1.2
Cc1ccc(C(=O)COC(=O)CNC(=O)CNC(=O)c2ccc(C)cc2)cc1	-15	1.5	0.64
CC(C)(C)N(Cc1cc2ccccc2[nH]c1=O)C(=O)c1ccco1	40	.	.
COC(=O)C1=C2SC(C)C(=O)N2C(N)=C(C#N)C1c1ccc(OC)c(OC)c1 (configuration not stated)	82*	0.5	0.56
Oc1ccc(Cl)cc1-c1cc(-c2ccco2)[nH]n1	28	-1.8	-1.3
C=CCn1c(COc2ccccc2)nnc1SCC(=O)N/N=C/c1cc(Cl)ccc1O	-47	0.77	0.27
CC(NC(=O)c1ccc(Br)s1)C1CCCO1 (configuration not stated)	-12	-0.43	-0.77
COc1cc(C(=O)Nc2c(C)cc(C)cc2C)c(-n2cnnn2)cc1OC	-15	0.17	-0.31
Cc1cc(OCC(=O)O)c2ccccc2n1	-45	-0.2	-0.15
COc1ccc2nc(N3CCC(O)CC3)c(C#N)cc2c1	3	2.1	0.41
Cc1ccc(C(=O)Oc2cc(C)n(C)c(=O)c2)cc1	.	-0.36	-0.93
C/C(=N\Nc1nc(C)cc(=O)[nH]1)C1CC1	.	0.79	0.78
COC(=O)c1cc(OC)c(OC)cc1NC(=O)Cc1ccccc1[N+](=O)[O-]	37	-0.35	-0.62
CN(C)/C=N/c1sc2c(c1C#N)CCCCC2	0	-0.23	-0.71
Cc1ccc(/C=c2\sc3nc(-c4cccnc4)nn3c2=O)cc1	45	-2.1	-1.2
C/C(=N\NC(=S)NC1CCCCC1)c1cccc(Br)c1	.	-0.7	-0.08
CCOc1ccc(-c2nnc(SCc3nc4ccccc4[nH]3)n2N)cc1	-92	-0.8	-1.3
CCOC(=O)c1ccc(N2C(=O)C3CC=C(C)CC3C2=O)cc1 (configuration not stated)	55	-0.21	-0.83
Cc1ccc2nc(NNC(=O)c3ccc4c(c3)OCCO4)sc2c1	55	-0.69	-0.12
CC(=O)c1ccc(Nc2cc(C)nc3nc(C)nn23)cc1	30	-0.03	-1.5
COc1ccc2oc(=O)c(-c3nc(C)cs3)cc2c1	39	-1.2	-0.12
CCN(CC)S(=O)(=O)c1ccc(OC)c(NC(=O)c2cc(C)on2)c1	-28	.	.
CCN(CC(=O)NC1CCS(=O)(=O)C1)S(=O)(=O)c1ccc2ccccc2c1 (configuration not stated)	30	0.04	0.25
CCOC(=O)N1CCN(S(=O)(=O)c2cc3c(cc2C)NC(=O)CO3)CC1	.	0.26	0.2
CN(Cc1ccccc1)C(=S)NC(=O)C1CCCCC1	.	-0.69	-1.3
COCCNC(=S)N/N=C/c1ccc(OCc2ccc(C(=O)OC)cc2)c(OC)c1	29	0.24	1.7
O=C(N/N=C/c1ccc([N+](=O)[O-])o1)c1cc(-c2ccncc2)nc2ccccc12	.	-0.51	-1.2
O=C(c1cc(-c2cccnc2)nc2ccc(Br)cc12)N1CCC2(CC1)OCCO2	-41	.	.
COCCNC(=O)c1cccc(C)c1[N+](=O)[O-]	.	0.56	0.34
COc1cccc(-c2cc(C(=O)Nc3nc4ccccc4s3)c3ccccc3n2)c1	40	-0.4	-0.48
CC(C)(C)NC(=O)CSc1nc2[nH]ncc2c(=O)[nH]1	37	.	.
O=C(/C=C\Nc1ccccc1Br)c1ccc2c(c1)OCO2	8	.	.
O=C(Nc1nc(-c2cccs2)cs1)c1ccc(Cl)cc1	63	-2	-1.3
CC(C)(C)OC(=O)N1CC(O)CC1C(=O)OCC(=O)c1ccc(Cl)cc1 (configuration not stated)	.	0.84	0.51
COc1ccc(OCc2cnc(Cl)s2)cc1	11	-0.82	-0.97
CCn1c2ccccc2n2c(=O)c(=O)n(CC(=O)Nc3ccc(C(C)C)cc3)nc12	.	0.6	0.99
CC(C)Nc1nc(SCC(=O)Nc2ccccc2)nc(N2CCOCC2)n1	-238	0.68	0.38
CC(=O)Nc1cc2c(cc1C(=O)C(C)C)OCCO2	62	0.62	0.81
Cc1ccsc1/C=N/n1c(=S)[nH]nc(C)c1=O	-34	0.95	0.79
O=C(CCCCn1c(=O)c2ccccc2n(Cc2ccc(F)cc2Cl)c1=O)NCc1ccco1	-16	-1	-1
COc1ccc(C2Nc3ccccc3C(=O)N2c2ccc(Cl)cc2)cc1Cn1cc([N+](=O)[O-])cn1 (configuration not stated)	3	-0.41	-0.21
CCC(C(=O)Nc1cnccn1)c1ccccc1 (configuration not stated)	14	0.01	-0.92
Fc1ccccc1Nc1nc2c(s1)CCc1ccccc1-2	0	-1.4	-0.49
CCCCCn1c(N)c(-c2nc3ccccc3o2)c2c([N+](=O)[O-])nn(C)c(=O)c21	.	-1.7	-1.1
COc1ccc(-c2nc3c(c(=O)[nH]c(=O)n3Cc3ccccc3)n2C)cc1	21	-0.51	0.35
COc1ccc(S(=O)(=O)N(C)CC(=O)NC2CC2)cc1	-32	1.7	2.3
NC(=O)c1oc2ccc(Cl)cc2c1NC(=O)CN1CCOCC1	-13	-0.36	-0.5
Cc1ccc(N=Nc2ccc(O)c3ncccc23)cc1	-123	-0.79	0.94
O=c1[nH]cnc2nc(-c3ccccc3)c(-c3ccccc3)nc12	-3	0.15	-0.23
O=C(c1ccccc1)c1ccc(OCCCN2CCCCC2)cc1	-364	-0.8	-1.3
COc1ccccc1-n1c(C)nnc1SCC(N)=O	-33	0.21	0.04
O=C(NC1CCCCC1)N(Cc1nc2ccccc2c(=O)[nH]1)C1CCCCC1	.	-0.18	0.02
CC1(C)Cc2c(c(=S)nc(-c3ccccc3)n2CCN2CCOCC2)CO1	59	0.16	-0.4
O=S(=O)(c1ccc2ccccc2c1)N1CCN(S(=O)(=O)N2CCCCC2)CC1	37	-0.53	0.04
COc1ccc(CCNC2=C(Cl)C(=O)N(CCc3ccc(OC)c(OC)c3)C2=O)cc1OC	47	0.08	0.35
CNc1sc(C(=O)c2ccc(F)cc2)c(N)c1-c1nc2ccccc2s1	13	-0.5	0.98
O=C(Nc1nc2ccc(Cl)cc2s1)c1ccc(Br)o1	51	-1.4	-1.4
O=C(O)C1CC=C(Cl)CC1C(=O)NCc1ccccc1 (configuration not stated)	52	0.98	1
Cc1ccccc1NC(=O)c1ccc(CSc2ncccn2)cc1	19	-0.24	-0.12

Remaining list, next part
SMILES	INS promoter inh	SDO1 yeast rescue	SDO1 yeast rescue Rescue 24 h
CC(=O)Nc1ccc(NC(=O)CCC(=O)NCCO)cc1	0	0.45	0.13
COc1ccc(C(=O)N2c3ccccc3C(=O)OC2c2ccc3c(c2)OCO3)cc1 (configuration not stated)	0	-0.18	-0.31
O=C(c1cc(N2C(=O)C3C4CCC(C4)C3C2=O)ccc1Cl)N1CCN(c2ccccc2)CC1 (configuration not stated)	24	0.34	0.07
Cn1c(=O)c2cc(S(=O)(=O)NCCC(=O)NCCC3=CCCCC3)ccc2n(C)c1=O	45	0.62	0.3
CCCCOc1ccc(C(=O)N/C(=C\c2cccc([N+](=O)[O-])c2)C(=O)OCc2ccco2)cc1	.	-0.95	-0.66
O=C(NC(=S)Nc1ccc(S(=O)(=O)Nc2nccs2)cc1)c1ccccc1F	-5	.	.
Cc1cccc(-n2c(C)cc(/C=N/NC(=O)c3cccc([N+](=O)[O-])c3C)c2C)c1	-3	0.08	0.09
CN(C)CCNCc1ccccc1OC1CCCC1	-10	-0.25	-0.72
CCN(CC)C(=O)C(=O)N/N=C/c1cccc(Br)c1	42	0.39	0.32
CC12CCC(C(=O)N3CCN(C(c4ccccc4)c4ccccc4)CC3)(OC1=O)C2(C)C (configuration not stated)	14	-1.4	-0.89
CSc1nsc(SC)c1C(=O)Nc1ccc(C)cc1	-5	-1.2	-1.4
COC(=O)/C=C/C(=O)Nc1cccc(C(F)(F)F)c1	37	0	0.14
COc1cnn(C(C)(C)C)c(=O)c1Cl	26	0.62	0.34
Cc1nc(SCC#N)c2c(C)c(C)sc2n1	-47	-0.49	-0.76
O=C(Cc1c(F)cccc1Cl)Nc1ccncc1	-3	-2.3	-1.2
COc1ccc(C)cc1NC(=S)N1CCN(c2ncccn2)CC1	-21	.	.
COC(=O)[C@@]1(Cc2ccc(OC)cc2)[C@H]2c3cc(C(=O)N4CCCC4)n(Cc4ccc(C)o4)c3C[C@H]2CN1C(=O)c1ccccc1	50	-0.57	-0.71
OC1(C(F)(F)F)CC(O)(C(F)(F)F)n2nc(-c3ccccc3)cc2N1 (configuration not stated)	-21	0.53	-0.22
O=C(COC(=O)c1cccnc1Nc1cccc(C(F)(F)F)c1)NCc1ccc2c(c1)OCO2	-16	0.31	2.1

Whole records, looked up by structure. Order of values: INS promoter inh, SDO1 yeast rescue, SDO1 yeast rescue Rescue 24 h
Results for OC1(C(F)(F)F)CC(O)(C(F)(F)F)n2nc(-c3ccccc3)cc2N1 (configuration not stated) → -21, 0.53, -0.22
Results for O=C(COC(=O)c1cccnc1Nc1cccc(C(F)(F)F)c1)NCc1ccc2c(c1)OCO2 → -16, 0.31, 2.1
Results for COc1ccc(C)cc1NC(=S)N1CCN(c2ncccn2)CC1 → -21, ., .
